TDP1 cell CPT: DT40-hTDP1 cell growth loss with CPT. chicken DT40 Tdp1-/-;hTDP1 cells + 20 nM CPT, ATP luminescence, 48 h. Potency, µM (series often up to 46.2 µM), without a hit: at the highest dose activity change, negative = growth inhibition, hits mostly inhibitors. 420,000 compounds, 12% hits. AID 686979; note: nearly all actives have a fitted effect of over 55% in size
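Cell growth measured by CellTiter-Glo luminescence after a minimum 48 h, 37 C compound exposure with 20 nM CPT in Tdp1-knockout DT40 cells stably expressing hTDP1, seeded 400/well; qHTS titration format.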
TDP1 cell noCPT: qHTS for Inhibitors of human tyrosyl-DNA phosphodiesterase 1 (TDP1): qHTS in cells in absence of CPT | Potency, µM (titrated, usually from 46.2 µM), inactives show at the highest dose activity change, negative = growth inhibition, most hits filed as inhibitors | DT40 Tdp1-/- hTDP1 cells, no CPT, ATP luminescence, 48 h | 420,000 compounds, 15% hits; note: nearly all actives have a fitted effect of over 55% in size
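Chicken DT40 Tdp1-/- cells stably complemented with human TDP1 were seeded at 400 cells/well with DMSO in place of 20 nM camptothecin. After compound pinning, cells grew at least 48 hr at 37 °C; viability read by CellTiter-Glo luminescence.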
TDP1 inh: blocks human tyrosyl-DNA phosphodiesterase 1; Q9NUW8; recombinant TDP1, AlphaScreen DNA substrate cleavage; Potency, µM (highest dose often 130 µM), for inactives: at the highest dose activity change, negative = inhibition, most hits filed as inhibitors; 350,000 compounds, 0.28% hits; AID 485290; note: nearly all actives have a fitted effect of over 40% in size
Target sequence (Q9NUW8 whole entry, looked up): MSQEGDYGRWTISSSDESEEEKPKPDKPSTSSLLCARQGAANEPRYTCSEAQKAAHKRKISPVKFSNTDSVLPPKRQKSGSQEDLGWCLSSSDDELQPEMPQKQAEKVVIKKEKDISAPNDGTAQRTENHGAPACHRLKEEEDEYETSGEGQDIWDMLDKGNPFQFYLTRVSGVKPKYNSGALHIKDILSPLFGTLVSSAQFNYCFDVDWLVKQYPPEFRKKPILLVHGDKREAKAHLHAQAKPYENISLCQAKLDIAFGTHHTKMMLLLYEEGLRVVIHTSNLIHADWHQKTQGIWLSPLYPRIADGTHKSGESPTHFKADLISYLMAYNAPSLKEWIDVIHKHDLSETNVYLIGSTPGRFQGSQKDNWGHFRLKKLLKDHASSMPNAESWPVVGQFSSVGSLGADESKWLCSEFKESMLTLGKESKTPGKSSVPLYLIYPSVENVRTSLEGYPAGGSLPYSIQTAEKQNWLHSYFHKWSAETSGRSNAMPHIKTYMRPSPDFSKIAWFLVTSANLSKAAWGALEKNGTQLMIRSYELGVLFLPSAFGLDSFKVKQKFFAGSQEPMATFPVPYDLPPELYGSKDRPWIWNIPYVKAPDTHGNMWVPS
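Steps: enzyme plus compound, 15 min RT; add biotin/phosphotyrosine-FITC oligonucleotide (15 nM final), react 5 min; add donor/acceptor beads (10 ug/ml final), 10 min; read AlphaScreen. Tdp1 at 1 nM final.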
Active calls of the source: *; ? = inconclusive; / = no result given; & = joins results of further samples. Calls come from the whole dose curve; as a rule, active = well fitted curve in the direction sought with a large enough effect; inconclusive = small, poorly fitted or top-dose-only effect, or another doubt; inactive = no such curve, though single readings can be large; an effect the other way counts as inactive or inconclusive. % is set by controls: 0 for no effect and ±100 for the full control effect; potency is the fitted concentration of half-maximal effect. Random draw from the library. Share with any hit: about 18%.

SMILES	TDP1 cell CPT	TDP1 cell noCPT	TDP1 inh
COc1cccc(NC(=O)Cn2c(=O)n(CCc3ccccc3)c(=O)c3c4c(sc32)CN(C(C)=O)CC4)c1	?	?	3%
O=C(CSc1nc2c([nH]c3ccccc32)c(=O)n1-c1ccc(Cl)cc1)N1CCc2ccccc21	-3%	14%	0%
COc1ccc(OCC(=O)N2CCOCC2)cc1	-14%	-6%	-2%
CCOC(=O)/C(C#N)=C/Nc1ccsc1C(C)=O	3%	-3%	10%
COc1cccc(CN(C)C(=O)c2cccc(S(=O)(=O)Nc3cccc(C)c3)c2)c1OC	23µM*	16µM*	/
COCCNC(=O)C(=O)Nc1ccc(Cl)cc1C	-4%	-19%	3%
CCCSc1ncc(Cl)c(C(=O)Nc2sc3c(c2C(=O)NCCOC)CCCC3)n1	?	?	1%
CCNc1nc(OC)nc(N(OC)S(=O)(=O)c2ccc(C)cc2)n1	-10%	1%	/
Cc1cc(OCC(O)CN(CCO)CCO)ccc1Cl (stereo not given)	-3%	-9%	0%
CCCC(=O)Nc1ccc2oc(-c3ccncc3)nc2c1	-7%	-18%	10%
O=C(NCCCN1CCN(c2ccccc2)CC1)c1nnc(Cc2c(F)cccc2Cl)o1	23µM*	21µM*	5%
COc1ccc([C@H]2CC(=O)C=C(c3ccc(F)cc3OCc3ccccc3)C2)cc1OC	?	21µM*	2%
CC(=O)CC(C)=NCCN=C(C)CC(C)=O	-31%	13%	3%
O=C(O)/C=C/C(=O)NNC(=O)c1ccc(Cl)cc1Cl	19%	-14%	-3%
CCOC(=O)C1=C(CC)OC(N)=C(C#N)C1c1ccc(NC(C)=O)cc1 (stereo not given)	-27%	-27%	0%
Cc1ccc2ncc(C(=O)NC(C)c3ccccc3)c(=O)n2c1 (stereo not given)	?	?	1%
O=C(N/N=C/C=C\c1cccc([N+](=O)[O-])c1)c1ccccn1	1%	1%	-1%
Cc1ccc(NC(=S)NCCCN2CCOCC2)cc1	5%	-2%	0%
CCCNC(=O)Cn1ncc2c3ccccc3n(CCC)c2c1=O	?	15µM*	4%
CC1(C(=O)NS(=O)(=O)c2ccc(Cl)cc2)CCN1C(=O)Cc1ccccc1Cl (stereo not given)	-14%	-12%	/
O=C1c2ccccc2-c2cccnc21	-4%	-4%	/
Cc1ccc(C=Nc2cccnc2N)cc1	7%	-5%	5%
COc1cccc(C2NC(=O)CCC2[N+](=O)[O-])c1OC (stereo not given)	24%	-2%	/
CC1CCCC(C)N1CCCNC(=O)CN1C(=O)COc2ccc(S(=O)(=O)N3CCOCC3)cc21 (stereo not given)	-3%	14%	0%
Cc1cc2c(sc3ccccc32)c(C)n1	-16%	?	8%

Record cards, from the list above:
O=C(NCCCN1CCN(c2ccccc2)CC1)c1nnc(Cc2c(F)cccc2Cl)o1 is entered as TDP1 cell CPT: 23µM*; TDP1 cell noCPT: 21µM*; TDP1 inh: 5%
CCCC(=O)Nc1ccc2oc(-c3ccncc3)nc2c1 is entered as TDP1 cell CPT: -7%; TDP1 cell noCPT: -18%; TDP1 inh: 10%
CC1CCCC(C)N1CCCNC(=O)CN1C(=O)COc2ccc(S(=O)(=O)N3CCOCC3)cc21 (stereo not given) is entered as TDP1 cell CPT: -3%; TDP1 cell noCPT: 14%; TDP1 inh: 0%

Next part
SMILES	TDP1 cell CPT	TDP1 cell noCPT	TDP1 inh
CCn1nc(C(=O)OCC(=O)c2ccc3c(c2)OCCO3)c2ccccc2c1=O	-2%	-29%	/
CN(C[C@H](Cc1ccccc1)N(C[C@@H](CC1CCCCC1)N(CCc1ccccc1)N=O)N=O)N=O	?	?	4%
Cc1ccc(-c2nc(Nc3ccc(N4CCOCC4)cc3)c3ccccc3n2)cc1	?	23µM*	/
COc1nc(C)c2cc(C)oc2n1	2%	-20%	3%
CCOc1ccc(S(=O)(=O)N2CCC(C(=O)N3CCOCC3)CC2)cc1C	-8%	-10%	10%
CN(CCOc1ccc(-c2ccn(S(=O)(=O)c3c(Cl)cccc3Cl)n2)cc1)c1ccccn1	-26%	-21%	6%
COc1ccccc1NC(=O)NC1CCCCCCC1	3%	-4%	2%
CC(C)NC(=O)Cn1c(=O)nc(-c2ccccc2F)c2cc(Cl)ccc21	-65%	7.3µM*	-4%
COc1ccc(CCNC(=O)C2CCN(C(=O)c3ccc(F)cc3)CC2)cc1	?	-25%	4%
O=[N+]([O-])c1ccc(O)c(C=Nc2ccc3c(c2)OCO3)c1	-29%	-9%	0%
Cc1cc2c(c(=O)n1Cc1ccccn1)C(C(C)C)C(C#N)=C(N)O2 (stereo not given)	-2%	-5%	-2%
Cc1oc2c(cc(NS(=O)(=O)c3ccc(Cl)cc3)c3ccccc32)c1C(=O)O	?	-10%	-8%
Cc1ncoc1C(=O)Nc1ncc([N+](=O)[O-])s1	?	?	/
Cc1ccc(C)c(C(=O)CN2C(=O)CCC2=O)c1	-24%	-21%	4%
COc1ccc(S(=O)(=O)Cc2ccc(C(=O)N3CCN(c4ccc(Cl)cc4)CC3)o2)cc1	?	?	6%
CCn1c(SCC(=O)Nc2ccc(NC(C)=O)cc2)nc2c1c(=O)n(C)c(=O)n2C	-1%	?	/
O=C(O/N=C1/CCCc2occc21)c1ccc(F)cc1	?	?	-1%
CCOC(=O)C1CCN(C(=O)CCc2ccc(S(=O)(=O)NCC(C)C)cc2)CC1	-19%	-18%	/
Cn1c(SCC(=O)N2CCc3ccccc3C2)nnc1-c1cccs1	-1%	-8%	2%
Cc1ccc(-n2ccnc(NCCc3ccccc3)c2=O)cc1C	?	?	7%
Cc1ccc(NC(=S)N2CCN(S(=O)(=O)c3c(F)cccc3F)CC2)cc1C	-1%	-23%	2%
COc1ccc(NC2=NCC(=O)N2c2ccccc2F)c(OC)c1	5%	12%	0%
Cc1ccc(OCC(=O)NCC2(N3CCOCC3)CCCCC2)cc1C	21µM*	16µM*	-2%
CN(C)c1nc(Oc2ccc(N)cc2)nc(N(C)C)n1	-9%	-24%	0%
Cc1ccc(CN(C(=O)c2cc(=O)c3cc(Cl)c(C)cc3o2)C2CCS(=O)(=O)C2)cc1 (stereo not given)	-23%	-27%	6%

Two consecutive compounds already listed:
SMILES	TDP1 cell CPT	TDP1 cell noCPT	TDP1 inh
CN(C)c1nc(Oc2ccc(N)cc2)nc(N(C)C)n1	-9%	-24%	0%
Cc1ccc(CN(C(=O)c2cc(=O)c3cc(Cl)c(C)cc3o2)C2CCS(=O)(=O)C2)cc1 (stereo not given)	-23%	-27%	6%

4 entries from above, as labelled records:
O=[N+]([O-])c1ccc(O)c(C=Nc2ccc3c(c2)OCO3)c1
  TDP1 cell CPT: -29%	TDP1 cell noCPT: -9%	TDP1 inh: 0%
Cc1cc2c(c(=O)n1Cc1ccccn1)C(C(C)C)C(C#N)=C(N)O2 (stereo not given)
  TDP1 cell CPT: -2%	TDP1 cell noCPT: -5%	TDP1 inh: -2%
Cc1oc2c(cc(NS(=O)(=O)c3ccc(Cl)cc3)c3ccccc32)c1C(=O)O
  TDP1 cell CPT: ?	TDP1 cell noCPT: -10%	TDP1 inh: -8%
Cc1ncoc1C(=O)Nc1ncc([N+](=O)[O-])s1
  TDP1 cell CPT: ?	TDP1 cell noCPT: ?	TDP1 inh: /

(list continues)
SMILES	TDP1 cell CPT	TDP1 cell noCPT	TDP1 inh
CC(C)CNc1oc(-c2ccc(F)cc2)nc1C#N	-28%	-29%	1%
CCOC(=O)CNC(=O)C1(c2ccccc2)CCCC1	-4%	-17%	5%
Cc1ccc(CNC(=O)c2ccc(NC(=O)CCS(=O)(=O)c3cccs3)cc2)cc1	-7%	-21%	-2%
CCn1cc(C(=O)N[C@@H](CCSC)C(=O)NCCCOC)c(=O)c2cc3c(cc21)OCO3	-1%	2%	/
Cc1ccc(C(=O)N/C(=C\c2ccco2)C(=O)NCc2cccnc2)cc1	4%	-23%	0%
Clc1ccc(-n2nnnc2-c2ccno2)cc1	1%	1%	0%
COc1ccc(C2CC(=O)Nc3c2c(C)nn3-c2nc(C)cc(C)n2)c(OC)c1OC (stereo not given)	-16%	-22%	-4%
COc1ccc(C(=O)CC2(C(=O)O)CCCCC2)cc1	-15%	-4%	5%
NC1=NN=C(N2N=C(c3ccc(Br)cc3)CC2(O)C(F)(F)F)n2ncnc2C1 (stereo not given)	10%	-22%	10%
COCCn1c(=O)c(-c2cccs2)nc2cnc(OC)nc21	-7%	14%	/
Cc1nnc2sc(SCC(=O)N3CCCCC3)nn2c1=O	1%	27%	4%
COCCn1c(SCc2cccc(F)c2)nc2cc(C(=O)OC)ccc2c1=O	21µM*	?	/
COc1ccccc1/C=C/C(=O)NCC(=O)N/N=C/c1ccccc1[N+](=O)[O-]	-29%	?	6%
COc1cc(O)ccc1C=O	-16%	-1%	4%
COc1cc2cc(CN(CCCO)S(=O)(=O)c3ccccc3)c(=O)[nH]c2cc1OC	-3%	-21%	4%
CC(C)c1nc(SCC(=O)N2CCCC2)c2ccccc2n1	-9%	?	2%
CCn1c(=O)cc(OCC(=O)NCCc2ccc(OC)c(OC)c2)c2ccccc21	-8%	?	5%
COc1ccc(OC)c(NC(=O)c2ccc(N3C(=O)C4CC=C(C)CC4C3=O)cc2)c1 (stereo not given)	-11%	-12%	/
O=C(Nc1ccncc1)C1COc2ccccc2O1 (stereo not given)	?	-30%	2%
COc1ccc(NS(=O)(=O)c2ccc(NC(=O)Cc3cccs3)cc2)cc1	?	15µM*	4%
CC(C)NC(=O)CSc1nc(Cc2cccs2)nc2ccccc12	-17%	-10%	9%
COc1cc2c(NC3CCN(C)CC3)nc(N3CCCN(C)CC3)nc2cc1OCCCCCC(N)=O	7%	?	/
Cc1cccc(OCc2nnc(SCc3cc(=O)[nH]c4ccccc34)n2-c2ccccc2)c1	?	-16%	0%
COc1ccc(-c2cc(C(F)(F)F)nc(N3CCN(Cc4ccccc4)CC3)n2)cc1OC	?	?	3%
Cc1nn(C(=O)N(C)C)c(C)c1CN1C(=O)c2ccccc2C1=O	-17%	-3%	3%
Continued:
SMILES	TDP1 cell CPT	TDP1 cell noCPT	TDP1 inh
CCCNC(=O)COC(=O)c1n[nH]c2ccccc12	8%	4%	2%
CCOc1ccc(-n2ccnc(SCC(=O)Nc3ccc(CC)cc3)c2=O)cc1	?	?	1%
Cc1ccc(C)c(NC2=C(c3ccc(C(F)(F)F)cc3)C(=O)c3ccccc32)c1	5.8µM*	5.8µM*	8%
Cc1ccc(CCC(=O)Nc2ccc(S(N)(=O)=O)cc2)o1	5%	2%	9%
COc1ccc(-c2nnc3ccc(SCC(=O)N4CCOCC4)nn23)cc1	-26%	-21%	2%
Nc1cc(S(=O)(=O)Nc2ccccc2Cl)ccc1N1CCOCC1	?	?	-3%
Nc1nonc1C(=O)NC(c1ccccc1)c1ccccc1	2%	-4%	2%
COc1ccc(C(=O)c2c(N)c(C(=O)Nc3cccc(OC)c3)c3ccccn23)cc1	?	-27%	-3%
Cc1nc2c(OCC(=O)C(C)(C)C)cccn2c1N(C)Cc1cccs1	?	-75%	/
COc1ccc(OC)c(S(=O)(=O)NC(=O)C2(C)CCN2C(=O)CC2CCCC2)c1 (stereo not given)	-1%	-4%	/
Cc1ccc([N+](=O)[O-])cc1NC(=O)c1ccc(CSc2ccccc2)cc1	-1%	-4%	5%
CCn1c2ccccc2c2cc(NC(=O)CSc3nnc(C4CC4)n3Cc3ccco3)ccc21	-30%	?	7%
CC(=O)c1ccc(NC(=O)NC2CC(=O)N(c3ccc4c(c3)OCCO4)C2)cc1 (stereo not given)	6%	-7%	-9%
CC(=O)N1N=C(c2cccc(Cl)c2)OC1c1cccc([N+](=O)[O-])c1 (stereo not given)	?	21µM*	4%
NC(=O)c1cccc(-c2cnc3c(Nc4cccc(OC(F)(F)C(F)F)c4)nccn23)c1	?	?	/
COc1ccc(N2CCN(CCCNC(=O)Nc3ccccc3)CC2)cc1	?	?	5%&6%
O=C(CNC(=O)C1CCCCC1)Nc1ccc(Cl)cc1	-9%	-12%	4%
CN(O)/C=C/C(=O)c1ccc(Br)cc1	16µM*	?	5%
CCCCN(CC)CCNC(=O)CN1C(=O)COc2ccc(S(=O)(=O)N3CCCC3)cc21	-1%&10%	-21%&1%	3%&3%
CC(C)c1cccc(-c2csc(C(C)(O)c3ccccc3)n2)c1 (stereo not given)	?	23µM*	/
O=C(CNC(=O)c1ccncc1)Nc1ccc(F)c(F)c1	-8%	1%	3%
Cc1cccc(C)c1NC(=O)CNC(=O)c1c(C)nn(C)c1Cl	-27%	-21%	7%
CCOC(=O)NC1(Nc2cccc(Cl)c2)Oc2ccccc2O1	?	23µM*	-6%
CC(C)CC(=O)N1CCN(Cc2ccc3ccccc3c2)CC1	-18%	?	/
CCC1CCc2[nH]nc(C(=O)O)c2C1 (stereo not given)	-9%	-7%	2%
CC1CN(S(=O)(=O)c2cccc(C(=O)NCc3ccc4c(c3)OCO4)c2)CC(C)O1 (stereo not given)	-30%	?	-1%
CCOC(=O)N1CCN(c2ncnc3c2cnn3-c2ccc(OC)cc2)CC1	?	?	-6%

Bioassay records as filed in PubChem.
